Screening results deposited in PubChem BioAssay by National Center for Advancing Translational Sciences (NCATS).
Coupling enz: coupling enzyme interference in Giardia aldolase counter-screen; coupling enzyme system counterscreen, AmpLite Red fluorescence; AID 2472; hit rate 0.67% among 290,000; activity change, negative = inhibition, % at 58.2 µM, hits read low; in the data active = activity change below about -30%; note: % is set by controls: 0 for no effect and ±100 for the full control effect
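Coupling enzymes only (glyceraldehyde-3-phosphate) + compound, at 57.5 uM final, 10 min RT; add substrate/coupling/AmpLite Red mix, 20 min RT; fluorescence ex 525/em 598 nm. Actives flag coupling-system interference.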
Tb PFK inh: T. brucei PFK enzyme inhibition | Potency, µM (series often up to 57.5 µM), without a hit: top-dose activity, negative = inhibition, usual class: inhibitors | hit rate 0.17% among 330,000 | AID 485367 | T. brucei PFK, ADP-Glo luminescence;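 note: potency is the fitted concentration of half-maximal effect; 0% = uninhibited 1x PFK enzyme wells and -100% = no-enzyme wells; nearly all actives have a fitted effect of over 60% in size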
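PFK 1.25 nM, F6P 0.5 mM, ATP 0.1 mM, 0.1 M TEA pH 8.0, 5 mM MgCl2, 0.01% Tween20, 0.1% BSA; 45 min RT. ADP-Glo readout. qHTS titration up to 57 uM; curves fitted, compounds curve-classed.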
PKM2 act: PKM2 (human) enzyme activation; AID 1631; purified PKM2, Kinase-Glo ATP luminescence, activation; response scale: 0% is enzyme alone, no compound; Potency, µM (titrated, usually from 57.5 µM), for inactives: at the highest dose activation, actives largely listed as activators; hit rate 0.34% among 260,000; P14618; note: potency is the fitted concentration of half-maximal effect; % is set by controls: 0 for no effect and ±100 for the full control effect; nearly all actives have a fitted effect of over 55% in size
Target sequence (P14618 whole entry, looked up): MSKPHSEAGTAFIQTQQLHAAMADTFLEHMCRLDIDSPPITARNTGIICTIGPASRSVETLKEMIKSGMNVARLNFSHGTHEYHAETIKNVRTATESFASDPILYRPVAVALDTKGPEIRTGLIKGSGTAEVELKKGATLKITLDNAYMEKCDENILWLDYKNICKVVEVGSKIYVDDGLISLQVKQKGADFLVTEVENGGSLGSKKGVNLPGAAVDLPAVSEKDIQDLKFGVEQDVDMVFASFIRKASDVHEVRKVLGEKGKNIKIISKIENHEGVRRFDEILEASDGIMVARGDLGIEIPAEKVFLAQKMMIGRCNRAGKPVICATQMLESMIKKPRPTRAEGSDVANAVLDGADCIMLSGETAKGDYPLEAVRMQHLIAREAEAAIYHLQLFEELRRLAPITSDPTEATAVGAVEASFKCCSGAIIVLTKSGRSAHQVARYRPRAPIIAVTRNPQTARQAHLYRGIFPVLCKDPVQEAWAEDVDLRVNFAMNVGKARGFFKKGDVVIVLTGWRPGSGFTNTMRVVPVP
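hPK-M2, >95% pure; 0.1 mM ADP / 0.5 mM PEP final; imidazole pH7.2 buffer w/ 7 mM MgCl2, 50 mM KCl; 1 h RT; Kinase-Glo lum. Intermediate enzyme activity for dual inhibitor/activator qHTS.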
BCR signal inh: chronic active BCR signaling inhibition; ABC-DLBCL IkBa-CBG/CBR reporter, luminescence ratio, 4 h; hit rate 0.05% among 340,000; AID 493014; Potency, µM (titrated, usually from 46.1 µM), for inactives: top-dose ratio change, negative = lower green/red ratio, hits mostly inhibitors; active = well fitted inhibition curve with a large enough effect in the signal ratio, with a control signal flat, not every such curve was filed as active; inconclusive = small, poorly fitted or top-dose-only effect, or effect the other way, or a change in a side signal; the % refers to the signal ratio;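 note: potency is the fitted concentration of half-maximal effect; plate controls were basal doxycycline-induced cells for no effect and cells given 10 µM MG132 for full effect; MG132 reads +100%, hits lower the ratio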
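TMD8 human ABC-DLBCL cells with doxycycline-inducible IκBα–green luciferase fusion and unfused red luciferase, in 0.5% FBS medium; compounds up to 46 uM, 4 h at 37C. Green/red luminescence ratio, filter-overlap corrected, fitted to concentration-response curves.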
B2AR arrestin: agonists driving beta-arrestin recruitment to human beta2-adrenergic receptor; P07550; hit rate 0.02% among 330,000; Potency, µM (series often up to 46.1 µM), inactives show top-dose activation, most hits filed as activators; beta-arrestin recruitment to beta2AR, cell-based reporter;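 note: potency is the fitted concentration of half-maximal effect; 0% = DMSO controls and full agonism = EC100 isoproterenol or metaproterenol; nearly all actives have a fitted effect of over 65% in size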
Menin MLL FP TR: menin-MLL binding inhibition, Texas Red mutant peptide | Menin + Texas Red MLL mutant peptide, fluorescence polarization | Potency, µM (series often up to 61.6 µM), inactives show top-dose FP activity change, negative = inhibition, most hits filed as inhibitors | hit rate 0.23% among 270,000 | AID 1768; active = well fitted inhibition curve with a large enough effect in the polarisation, with a control signal flat, not every such curve was filed as active; inconclusive = small, poorly fitted or top-dose-only effect, or effect the other way, or a change in a side signal; inactive = no such curve, though single readings can be large or run the other way; the % refers to the polarisation; note: potency is the fitted concentration of half-maximal effect; % of control where 0% means no effect; many of its hits are not listed in these tables
Giardia killer: Giardia lamblia killing; activity change, % at 7.66 µM, hits read low; hit rate 0.15% among 340,000; Giardia lamblia trophozoite viability; in the data active = activity change below about -80%; inconclusive = between about -30% and that limit;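 note: parasites exposed to compound for two days anaerobically before the ATP read; % is set by controls: 0 for no effect and ±100 for the full control effect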
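Viability, read as ATP luminescence: trophozoites at 100 cells/well, compound added, 48 hrs anaerobic at 37 deg C, then 15-30 min room-temperature development before reading.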
Integrin act MD: activators of alpha7 integrin expression for muscular dystrophy; alpha7betagal myoblasts, beta-gal FDG fluorescence, 48 h; Potency, µM (series often up to 38.3 µM), inactives show at the highest dose activation, usual class: activators; hit rate 0.064% among 350,000; AID 624291;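 note: potency is the fitted concentration of half-maximal effect; 100% = response of the positive control SU9516; nearly all actives have a fitted effect of over 60% in size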
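Alpha7betagal+/- myoblasts (passage 13) were plated 16-24 hr, then exposed to compounds (1:260 dilution of DMSO stock) for 48 hours at 37C. After MPER lysis, β-galactosidase reporter activity was read as FDG fluorescence (ex 480/em 540) after 30 minutes.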
PTAP TSG101 blk: blocks PTAP/TSG101 interaction to inhibit HIV-1 budding. Potency, µM (series often up to 115 µM), for inactives: top-dose activity change, negative = inhibition, usual class: inhibitors. Q99816. AID 493005. 340,000 tested, under 10 active. Fluorescence polarization, FITC-PTAP peptide / Tsg101 binding; active = well fitted inhibition curve with a large enough effect in the main read-out, with a control signal flat, not every such curve was filed as active; inconclusive = small, poorly fitted or top-dose-only effect, or effect the other way, or a change in a side signal; inactive = no such curve, though single readings can be large or run the other way; note: potency is the fitted concentration of half-maximal effect; % of control where 0% means no effect
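Tsg101 binding domain (10 uM final) was mixed with compound and a FITC-labeled PTAP peptide (50 nM final) in HEPES pH 7.5 buffer with NaCl, Tween 20, EDTA and TCEP; fluorescence polarization was read after 20 min at r.t.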
GALK inh: galactokinase (human) inhibition; P51570; Potency, µM (top dose mostly 57.5 µM), without a hit: at the highest dose activity change, negative = inhibition, usual class: inhibitors; Purified GALK, Kinase-Glo residual ATP luminescence; hit rate 0.007% among 270,000; note: potency is the fitted concentration of half-maximal effect; % is set by controls: 0 for no effect and ±100 for the full control effect
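5 nM enzyme, 35 uM ATP, 100 uM galactose, 20 mM HEPES pH8.0, 5 mM MgCl2; 1 h RT; residual ATP by Kinase-Glo Plus luminescence, qHTS format.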
S-ASM inh: human S-ASM enzyme inhibition; placental ASM, HMU-PC fluorogenic substrate, 60 min; Potency, µM (series often up to 57.5 µM), for inactives: at the top dose activity change, negative = inhibition, usual class: inhibitors; hit rate 0.006% among 340,000; AID 504937; note: potency is the fitted concentration of half-maximal effect
Target sequence (P17405 47-631 limits assumed): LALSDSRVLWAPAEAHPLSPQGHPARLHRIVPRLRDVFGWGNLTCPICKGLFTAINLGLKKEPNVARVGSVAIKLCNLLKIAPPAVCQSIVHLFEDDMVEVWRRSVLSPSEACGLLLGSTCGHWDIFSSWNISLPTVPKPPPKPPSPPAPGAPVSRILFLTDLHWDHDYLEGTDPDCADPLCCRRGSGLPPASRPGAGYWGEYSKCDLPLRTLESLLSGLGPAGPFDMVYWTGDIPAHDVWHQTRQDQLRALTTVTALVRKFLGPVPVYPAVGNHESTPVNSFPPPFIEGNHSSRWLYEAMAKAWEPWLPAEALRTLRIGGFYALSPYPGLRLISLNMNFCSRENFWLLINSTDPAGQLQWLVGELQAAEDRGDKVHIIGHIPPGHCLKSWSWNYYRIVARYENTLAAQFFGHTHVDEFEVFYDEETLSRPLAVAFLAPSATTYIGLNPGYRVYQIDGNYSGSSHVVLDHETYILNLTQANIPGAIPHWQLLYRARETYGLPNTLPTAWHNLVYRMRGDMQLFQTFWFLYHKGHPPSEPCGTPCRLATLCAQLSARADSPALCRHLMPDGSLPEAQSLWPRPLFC
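Human placenta-derived ASM enzyme was preincubated with compound for 10 minutes at room temperature, then given fluorogenic substrate HMU-PC0 (9 uM final) for 60 minutes at 37 °C; a pH 10 stop preceded fluorescence reading at Ex 386/Em 447 nm.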
* = called active by the depositor; ? = inconclusive; / = not tested or not shown; [ ] = remark or other dose. Unless noted, calls come from the whole dose curve; as a rule, active = well fitted curve in the direction sought with a large enough effect; inconclusive = small, poorly fitted or top-dose-only effect, or another doubt; inactive = no such curve, though single readings can be large; an effect the other way counts as inactive or inconclusive. A portion of the library; the hit share may differ from the screen's.

SMILES	Coupling enz	Tb PFK inh	PKM2 act	BCR signal inh	B2AR arrestin	Menin MLL FP TR	Giardia killer	Integrin act MD	PTAP TSG101 blk	GALK inh	S-ASM inh
COc1ccccc1NC(=O)COC(=O)/C=C/c1ccccc1[N+](=O)[O-]	0	-3%	15%	-5%	-0.2%	-4%	-21	-27%	-3%	-3%	-2%
COc1ccc(Cc2nc3ccc(C(=O)N(C)CCc4cnn(C)c4)cc3o2)cc1OC	2	-2%	-1%	4%	0.3%	-18%	13	-1%	0%	5%	1%
CCC(C)[C@H]1COCCS(=O)(=O)N1Cc1ccccc1 (stereo partly specified)	1	1%	-7%	-14%	-1.1%	6%	?	31%	-7%	/	2%
CN(Cc1ccccc1)C(=O)c1ccccc1NC(=O)C1=CSCCO1	/	-4%	/	?	0.4%	/	4	-5%	-4%	1%	-1%
Cc1c(O)ccc(/C(Cc2ccc3ccccc3n2)=N\O)c1O	4	-1%	1%	?	2.9%	?	4	-10%[7.66 µM]	-4%	-2%	-8%
COc1cc(NC(=O)CCCl)cc(-n2cnnn2)c1	5	-7%	-4%	-2%	0.5%	4%	10	16%	-3%	3%	1%
CCOc1ccc(C(F)(F)F)cc1NC(C)=O	-5	2%	-1%	-1%	-1.3%	16%	-1	6%	-3%	-2%	-1%
CCOC(=O)/C(C#N)=C1/C=CNC(=O)N1	4	-1%	-4%	5%	0.2%	-1%	-1	4%[7.66 µM]	-12%	3%	19%
CC(Oc1ccccc1)C(=O)NN1Cc2ccccc2C1=N (stereo unspecified)	2	-1%	0%	0%	0.0%	0%	2	8%	-2%	11%	0%
CC(C)CNS(=O)(=O)c1ccc(OCC(=O)NCc2ccco2)cc1	4	-5%	-3%	1%	-0.2%	-13%	-3	-4%	-1%	1%	-1%
COC(=O)c1ccccc1NC(=O)COC(=O)/C=C/c1cccs1	/	-1%	/	0%	-0.2%	/	-4	16%	-1%	/	-2%
N#Cc1c(SCc2cccc(Cl)c2)sc(C(=O)c2ccccc2)c1N	0	1%	1%	?	-0.2%	-11%	-2	19%	-3%	-2%	-2%
CCOC(=O)c1sc(NC(=O)c2cccnc2)nc1C	-1	-4%	-11%	?	0.1%	2%	8	13%	-4%	1%	3%
CC(=O)N1CCN(c2ccc(NC(=O)c3ccccc3C)cc2)CC1	0	-1%	3%	?	-0.9%	9%	8	2%	0%	/	1%
CCc1ccc(NC(=O)c2c(Cl)nc(C)c(Cl)c2C)cc1	-14	-1%	-1%	8%	-0.5%	-1%	8	-15%	1%	2%	-9%
CC(=O)c1ccc(N2CCN(S(=O)(=O)c3cc4c(cc3C)NC(=O)CO4)CC2)cc1	/	0%	/	?	0.4%	/	-16	?	0%	1%	0%
CCCn1c(=O)c(C(=O)NCc2ccccc2)c(O)c2ccccc21	0	0%	-1%	1%	-1.1%	16%	6	-12%	-8%	-4%	-4%
Fc1ccccc1-n1cn[nH]c1=S	-2	1%	-1%	?	0.0%	13%	13	-7%	0%	4%	7%
Cn1cccc1Cc1nnc(SCC(=O)Nc2nccs2)n1C	0	-1%	/	?	-0.1%	5%	-15	-16%	-4%	2%	-2%
CN(C)C(CNS(=O)(=O)c1cc([N+](=O)[O-])ccc1Cl)c1ccco1 (stereo unspecified)	/	-2%	/	-8%	0.1%	/	-1	-7%	-6%	/	8%
CN(C)C(=C(C#N)C#N)N1CCN(c2ccc(Cl)cc2)CC1	3	0%	5%	?	0.0%	-9%	5	?	-1%	4%	0%
CC1(c2cccc(Br)c2)NC(=O)N(CC(=O)c2ccc3c(c2)OCCO3)C1=O (stereo unspecified)	/	6%	/	-2%	-0.1%	/	-5	0%	0%	/	0%
CN=C(Nc1cc(C)nn1CCC#N)c1ccc(F)cc1	0	-2%	-3%	1%	-0.9%	1%	-4	18%	-4%	1%	2%
CC(=O)N1N=C(c2cccc(NS(C)(=O)=O)c2)CC1c1ccc2c(c1)OCO2 (stereo unspecified)	-1	3%	6%[11.5 µM]	-18%	0.1%	-24%	-3	17%	0%	-7%	1%

An excerpt from above with just PTAP TSG101 blk and Giardia killer:
SMILES,PTAP TSG101 blk,Giardia killer
CN(C)C(CNS(=O)(=O)c1cc([N+](=O)[O-])ccc1Cl)c1ccco1 (stereo unspecified),-6%,-1
CN(C)C(=C(C#N)C#N)N1CCN(c2ccc(Cl)cc2)CC1,-1%,5

Other structures
SMILES	Coupling enz	Tb PFK inh	PKM2 act	BCR signal inh	B2AR arrestin	Menin MLL FP TR	Giardia killer	Integrin act MD	PTAP TSG101 blk	GALK inh	S-ASM inh
Cc1[nH]c2ccccc2c1C(=O)C(=O)N1CCN(C)CC1	3	1%	5%	8%	-0.5%	8%	7	17%	-2%	0%	1%
CCOc1cc(CNCCc2ccc(S(N)(=O)=O)cc2)ccc1OCc1ccccc1	/	0%	-3%	0%	-1.7%	/	-1	-36%[7.66 µM]	-3%	-2%	0%
O=C(Nc1cccnc1)c1ccc(Br)s1	2	-4%	2%	?	-0.1%	16%	-16	2%[7.66 µM]	-8%	-1%	0%
CC(=O)Nc1ccc(S(=O)(=O)NCCC(=O)OCCN2C(=O)c3ccccc3C2=O)cc1	-3	-6%	-3%	?	0.0%	-1%	-8	5%	-4%	12%	-2%
CCOc1cc(-c2noc(CCC(=O)NC3CCCCC3)n2)ccc1OC	0	5%	/	/	-0.8%	16%	23	-12%	0%	-1%	3%
COc1ccc(CCNC(=O)CSC2=Nc3ccccc3C3=NC(C(C)C)C(=O)N23)cc1OC (stereo unspecified)	1	-2%	-1%	1%	0.2%	3%	-6	-21%	0%	-1%	39%[activator]
O=C(Nc1ccc(NC(=O)c2cccs2)cc1)c1ccccc1	-6	-10%	-15%	13%	-0.1%	?	-2	1%	1%	1%	-4%[11.5 µM]
Cc1ccc(C(=O)OCC(=O)Nc2ccc(N3CCOCC3)cc2)cc1	/	3%	/	-7%	-0.4%	/	-12	11%	-1%	/	0%
CCOC(=O)N1CCN(C(=O)CN(Cc2ccccc2)S(=O)(=O)c2ccc(OC)c(Cl)c2)CC1	2	-3%	-1%	-6%	-0.8%	/	3	-17%	-5%	0%	0%
Cc1ccc(C)n1-c1nn(S(=O)(=O)c2cccc(C(F)(F)F)c2)c2cccc(F)c12	-1	-2%	-12%	18%	-0.4%	/	-14	6%	-3%	/	-4%
COc1cccc(-c2c(C#N)c(N)nc3c2c(=O)nc2sccn23)c1	1	1%	0%	3%	0.0%	1%	/	/	/	9%	/
Cc1cccc(C)c1NC1=C(Cl)C(=O)OC1OC(C)C (stereo unspecified)	0	-1%	-5%	4%	-0.9%	-2%	-19	12%	-2%	0%	5%

2 records picked at random from the list so far:
SMILES	Coupling enz	Tb PFK inh	PKM2 act	BCR signal inh	B2AR arrestin	Menin MLL FP TR	Giardia killer	Integrin act MD	PTAP TSG101 blk	GALK inh	S-ASM inh
COc1ccc(CCNC(=O)CSC2=Nc3ccccc3C3=NC(C(C)C)C(=O)N23)cc1OC (stereo unspecified)	1	-2%	-1%	1%	0.2%	3%	-6	-21%	0%	-1%	39%[activator]
COc1cccc(-c2c(C#N)c(N)nc3c2c(=O)nc2sccn23)c1	1	1%	0%	3%	0.0%	1%	/	/	/	9%	/

Continuation.
SMILES	Coupling enz	Tb PFK inh	PKM2 act	BCR signal inh	B2AR arrestin	Menin MLL FP TR	Giardia killer	Integrin act MD	PTAP TSG101 blk	GALK inh	S-ASM inh
COc1ccc(NC(=O)Nc2cccc3c2O[C@H](CN(C)S(=O)(=O)c2cn(C)cn2)[C@@H](C)CN([C@H](C)CO)C3=O)cc1	/	0%	/	0%	0.0%	/	9	12%	-4%	/	-1%
CCC(C)(NC(=O)c1ccc(=O)[nH]c1)C(=O)NC1CCCC1 (stereo unspecified)	2	-4%	-1%	6%	-0.1%	18%	-5	16%	1%	0%	5%
COc1ccc(NS(=O)(=O)c2ccc3c(c2)NC(=O)C(C)S3)cc1 (stereo unspecified)	0	8%	/	-1%	0.0%	1%	-14	18%	-4%	8%	-5%
O=C(c1cnn2c(C(F)F)cc(-c3ccccc3)nc12)N1CCc2ccccc21	2	0%	-1%	0%	-0.3%	?	0	-10%	-6%	8%	-12%
OCC[C@H]1C[C@@H](O)[C@H](O)[C@@]2(Cc3ccccc3O2)O1	/	-12%	/	0%	0.2%	/	13	-16%	1%	/	6%
